Source: PubChem BioAssay (several laboratories)
Rpn11 inh: blocks the human proteasome subunit Rpn11; O00487; 360,000 tested, 0.59% active; AID 588493; calls only at 20 µM; human 26S proteasome, Ub4-pepOG fluorescence polarization; 20S core pre-blocked with epoxomicin;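 active = inhibition at 20 µM, scaled to each plate's controls, above about 33%, limit read from the data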
CSN deneddyl inh: inhibitors of human CSN-mediated cullin deneddylation | Purified CSN, SCF-Nedd8-OG deneddylation, fluorescence polarization | Q92905 | 360,000 tested, 0.38% active | inhibition, % at 12.5 µM;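 active = pattern-corrected inhibition above about 35%, with an unprinted fluorescence ratio check between 0.5 and 1.5, limit read from the data, passing the limit was not always enough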;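 also: 0% = enzyme with substrate and 100% = substrate without enzyme; some results filed as inactive read as strong as hits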
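Material: human Csn5 produced in HEK293T cells; Input: enzyme 0.24 nM; Reagent: SCFSkp2-Nedd8OG substrate at 10 nM final; Dosing: 12.5 µM compound; Incubation: 90 min reaction at room temperature; Detection: fluorescence polarization of the substrate; Evaluation: % inhibition of substrate cleavage by Csn5; Control set: substrate-only high control, full reaction low control.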
Rin1-Abl PPI inh: inhibitors of human Rin1-Abl protein interaction. P00519+Q13671. TR-FRET Rin1/Abl binding, biochemical. inhibition, % at 7.35 µM. 360,000 tested, 0.4% active. AID 588664; in the data active = inhibition above about 5%, passing the limit was not always enough
Target sequence (P00519 whole entry, looked up): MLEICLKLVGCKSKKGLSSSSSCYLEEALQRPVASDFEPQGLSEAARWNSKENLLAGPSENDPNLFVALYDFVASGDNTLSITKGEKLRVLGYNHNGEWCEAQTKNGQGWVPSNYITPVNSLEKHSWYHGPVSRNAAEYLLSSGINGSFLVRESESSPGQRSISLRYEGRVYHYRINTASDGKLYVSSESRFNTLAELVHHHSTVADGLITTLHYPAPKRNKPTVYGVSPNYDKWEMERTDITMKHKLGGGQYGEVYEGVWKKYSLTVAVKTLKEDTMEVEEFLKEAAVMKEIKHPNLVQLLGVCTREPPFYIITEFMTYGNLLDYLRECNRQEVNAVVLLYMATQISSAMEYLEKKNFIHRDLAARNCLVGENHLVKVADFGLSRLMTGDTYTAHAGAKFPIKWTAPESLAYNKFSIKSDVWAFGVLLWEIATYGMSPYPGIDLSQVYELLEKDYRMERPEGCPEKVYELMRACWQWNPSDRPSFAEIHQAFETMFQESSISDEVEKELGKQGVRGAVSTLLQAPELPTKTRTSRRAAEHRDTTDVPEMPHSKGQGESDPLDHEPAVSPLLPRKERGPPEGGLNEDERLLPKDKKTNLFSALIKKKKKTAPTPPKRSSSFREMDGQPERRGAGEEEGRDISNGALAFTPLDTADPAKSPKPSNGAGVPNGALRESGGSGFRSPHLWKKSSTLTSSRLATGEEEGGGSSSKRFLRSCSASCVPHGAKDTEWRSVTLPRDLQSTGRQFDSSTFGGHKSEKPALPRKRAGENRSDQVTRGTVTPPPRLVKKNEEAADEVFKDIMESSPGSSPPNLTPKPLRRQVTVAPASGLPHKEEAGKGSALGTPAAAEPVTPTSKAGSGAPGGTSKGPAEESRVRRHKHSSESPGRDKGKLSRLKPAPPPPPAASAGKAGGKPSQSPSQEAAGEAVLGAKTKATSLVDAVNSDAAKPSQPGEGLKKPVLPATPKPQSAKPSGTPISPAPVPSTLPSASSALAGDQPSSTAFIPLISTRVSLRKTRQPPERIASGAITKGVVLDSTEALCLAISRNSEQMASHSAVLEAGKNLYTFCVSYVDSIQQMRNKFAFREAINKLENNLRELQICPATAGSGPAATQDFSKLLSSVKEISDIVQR
Target sequence (Q13671 whole entry, looked up): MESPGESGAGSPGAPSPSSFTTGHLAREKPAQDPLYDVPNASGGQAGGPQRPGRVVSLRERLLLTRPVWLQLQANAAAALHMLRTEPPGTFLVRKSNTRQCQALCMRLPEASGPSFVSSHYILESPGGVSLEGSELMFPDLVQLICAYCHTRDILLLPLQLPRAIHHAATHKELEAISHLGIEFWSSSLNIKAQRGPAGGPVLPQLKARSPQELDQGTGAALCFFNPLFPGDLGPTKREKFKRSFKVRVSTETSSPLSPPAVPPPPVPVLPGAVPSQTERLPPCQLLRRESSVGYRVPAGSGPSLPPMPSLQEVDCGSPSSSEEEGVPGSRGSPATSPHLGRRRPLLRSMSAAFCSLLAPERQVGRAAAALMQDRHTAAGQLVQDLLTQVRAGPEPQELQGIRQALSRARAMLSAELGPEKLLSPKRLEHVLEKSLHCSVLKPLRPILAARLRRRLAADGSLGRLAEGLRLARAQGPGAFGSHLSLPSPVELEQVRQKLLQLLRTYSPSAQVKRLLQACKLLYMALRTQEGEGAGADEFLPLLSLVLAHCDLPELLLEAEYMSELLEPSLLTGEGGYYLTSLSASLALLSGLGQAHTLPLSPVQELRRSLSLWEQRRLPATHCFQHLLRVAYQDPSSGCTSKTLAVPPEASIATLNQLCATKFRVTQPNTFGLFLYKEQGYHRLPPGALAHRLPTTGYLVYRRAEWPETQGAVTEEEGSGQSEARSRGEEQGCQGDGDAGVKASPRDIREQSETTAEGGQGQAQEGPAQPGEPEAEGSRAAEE
MsrA inhibitor: inhibits bovine methionine sulfoxide reductase A. AID 651718. inhibition, % at 15.5 µM. purified bovine MsrA, absorbance read-out. 360,000 tested, 0.75% active; in the data active = inhibition above about 4.5%;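 also: 0% = vehicle wells with enzyme and 100% = reference inhibitor wells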
E coli Lon inh: E. coli protease La inhibition. purified E. coli Lon protease, fluorescence polarization. inhibition, % at 7.94 µM. P0A9M0. 360,000 tested, 0.42% active; in the data active = inhibition above about 13%, passing the limit was not always enough;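 also: 0% = enzyme with probe and DMSO and 100% = no enzyme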
bovine MsrA act: activators of bovine methionine sulfoxide reductase A | purified bovine MsrA, absorbance read-out | activation, % at 10.6 µM | 360,000 tested, 0.3% active | AID 602163; in the data active = activation above about 7.5%;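 also: 0% = vehicle and 100% = reference activator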
MLLE-PAM2 inh: blocks PAM2 peptide binding to the PABP1 MLLE domain; AID 588489; inhibition, % at 20 µM; 360,000 tested, 0.36% active; GST-MLLE / FITC-PAM2 fluorescence polarization; P11940; in the data active = inhibition above about 35%, passing the limit was not always enough;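 also: plate controls were DMSO wells with GST-MLLE for no effect and wells lacking GST-MLLE protein for full effect; some results filed as inactive read as strong as hits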
MT1-MMP act inh: MT1-MMP (human) activation inhibition; HT1080 RFP-PRO-GFP cells, GFP/RFP ratio fluorescence, overnight; percent of plate control window, DMSO zero; GFP/RFP ratio change, % at 20 µM; 360,000 tested, 0.061% active; AID 651647;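 active = GFP/RFP ratio change of at least 30% with cell ATP level not reduced by more than half and red fluorescence within 50% of control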; also: strong numbers were not always called active
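Assay system – RFP-PRO-GFP reporter HT1080 cells · Compound dosing – single dose of 20 µM compound, 1% DMSO final · Incubation – overnight compound exposure at 37 °C · Measure – GFP/RFP fluorescence ratio · Benchmarks – DMSO wells and RFP-L50D-GFP cells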
FAS-TE inh: blocks the thioesterase domain of human fatty acid synthase; AID 602261; inhibition, % at 15 µM; P49327; 360,000 tested, 0.67% active; recombinant FAS-TE, OMFH fluorogenic substrate, fluorescence endpoint;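 active = compounds whose normalised, plate-corrected inhibition of enzyme fluorescence in the single-dose primary screen is 50% or more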;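 also: 0% = DMSO with enzyme and 100% = substrate without enzyme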
* marks the source's active call; other numbers are inactive results; i = inactive; · = not tested or not shown; + = active, no number; & = joins results of further samples.

SMILES | Rpn11 inh | CSN deneddyl inh | Rin1-Abl PPI inh | MsrA inhibitor | E coli Lon inh | bovine MsrA act | MLLE-PAM2 inh | MT1-MMP act inh | FAS-TE inh
Cc1ccc(/C=N/Nc2ccc3c(C(F)(F)F)cc(C(F)(F)F)nc3n2)cc1 | i | 2 | 2 | · | -2 | -4 | -4 | 0 | -8
O=C(/C=C/c1nc2ccccc2s1)N1CCCCCC1 | i | -7 | 1 | 1.4 | -3 | -5 | 4 | 1 | 1
CN(C)C(=O)COc1ncnc2scc(-c3ccc(F)cc3)c12 | i | 0 | 1 | 0.9 | 0 | -2 | -17 | 4 | -5
CCC(=O)N(CC(=O)Nc1sc(C)c(C)c1C(N)=O)Cc1ccc(F)cc1 | i | -2 | 1 | 0.8 | -3 | -2 | -11 | -4 | -2
O=S(=O)(NCc1csc(-c2cccs2)n1)c1ccccc1 | i | 2 | -1 | -0.8 | 1 | -3 | 11 | 6 | 6
CN1C(=O)[C@@H]2[C@H](C1=O)[C@@H]1C(=O)Nc3ccccc3C(=O)N1[C@@H]2c1ccc(F)cc1 | i | -5 | 2 | 0.1 | 0 | 0 | 7 | 0 | -7
CCN(CC)S(=O)(=O)c1ccc(N2CCOCC2)c(NC(=O)COc2ccccc2C#N)c1 | i | -9 | 2 | -1.4 | 1 | -2 | 2 | -5 | 16
COc1ccc(CS(=O)(=O)CC(C)(O)c2ccccc2Cl)cc1 (configuration not stated) | i | 3 | 0 | 0.2 | -7 | 0 | 5 | 2 | -2
COc1ccc(NC(=O)c2cc(C3CCCCN3C(=O)c3cc(OC)c(C)c(OC)c3)on2)c(C)c1 (configuration not stated) | i | 5 | 1 | 0.7 | 0 | 1 | 4 | -2 | 22
Cc1ccc(NC(=O)C(Nc2ccccc2)c2ccccc2)cc1 (configuration not stated) | i | 0 | 7 | -1.2 | -2 | -11 | -10 | 3 | -1
O=C(OCc1ccc(F)cc1)c1cc(S(=O)(=O)N2CCCCC2)ccc1N1CCOCC1 | i | 1 | 0 | -0.8 | -1 | -2 | 6 | -1 | 24
Cc1ccccc1S(=O)(=O)Nc1ncnc2scc(-c3ccccc3)c12 | i | -10 | -3 | 0.0 | 0 | -2 | 6 | 6 | -6
CCOC(=O)c1ccc(NC(=O)NC2CC3CCC(C2)N3Cc2nnnn2C(C)(C)C)cc1 (configuration not stated) | i | 1 | 4 | 1.4 | 1 | 1 | -3 | -8 | -3
COc1cccc(C(=O)Nc2ccc3c(C)cc(=O)oc3c2)c1 | i | 11 | -5 | 1.1 | 2 | 1 | 2 | 6 | 1
CCNc1nc(SCCOc2ccc(Cl)cc2Cl)nc(N(C)C)n1 | i | 0 | 1 | 1.1 | 10 | 2 | -5 | -3 | 20
Cc1cc(C)n(CC(=O)N2CCCC(N3CCN(c4cccc(C(F)(F)F)c4)CC3)C2)n1 (configuration not stated) | i | 5 | 0 | 1.7 | 10 | -5 | -7 | 2 | -1
Cc1nc2cc(NS(=O)(=O)c3ccccc3)ccc2n1C | i | -1 | -1 | -1.1 | -7 | -2 | 2 | 2 | -4
CCn1c(SCc2nc(CC(=O)Nc3ccccc3OC)no2)nnc1-c1cccs1 | i | 19 | 1 | 0.1 | -5 | -2 | -6 | -3 | -1
Cc1nn(-c2ccccc2)c(Cl)c1/C=N\NC(=O)c1cnccn1 | i | 0 | 1 | 0.1 | 3 | -2 | 1 | 2 | -9
O=C(CN(Cc1ccccc1Cl)C(=O)c1csnn1)NCc1ccc(F)cc1 | i | 3 | 1 | -0.6 | 12 | -4 | 14 | 2 | 2
COc1ccc(OC2C(=O)N(c3ccc(C)c(C)c3)C2c2ccc(OC)c(OC)c2)cc1 (configuration not stated) | i | 2 | 4 | -0.4 | 0 | -4 | -10 | -8 | 31
Cc1cc(-c2ccco2)n(-c2ccccc2)n1 | i | 9 | -1 | 0.4 | -7 | -2 | -14 | -12 | 1
COc1ccc(C(CNC(=O)c2cc(F)c(F)c(F)c2F)N2CCOCC2)cc1 (configuration not stated) | i | -3 | 1 | -2.0 | 12 | -3 | -7 | -3 | 10
S=C(Nc1ccc(Oc2ccccc2)cc1)Nc1cccnc1 | i | 5 | 0 | 0.3 | -10 | -1 | 28 | 0 | 8
O=C(Nc1c(F)cc(F)cc1Br)c1cc(-c2ccco2)on1 | i | 11 | 3 | 0.8 | -9 | -3 | -1 | -9 | 2
O=C(NC[C@@H]1CCCO1)c1cccc2c1C(=O)c1ccc(N3CCOCC3)cc1S2(=O)=O | i | 11 | -6 | 0.3 | -37 | -4 | -33 | -6 | -9
Cc1cc(Cl)c(S(=O)(=O)NC2CCCC2)cc1OCC(N)=O | i | -2 | 5 | 1.0 | -4 | -5 | 15 | 6 | -2
COc1cc([N+](=O)[O-])ccc1NC(=S)N1CCOCC1 | i | 6 | -5 | 0.7 | -1 | -5 | 17 | 2 | -3
Cc1ccc(CNC(=O)Nc2cccs2)cc1 | i | -7 | 3 | -0.9 | -11 | -1 | 13 | 2 | -4
C=CCSc1nn2c(=O)c3ccccc3nc2s1 | i | 4 | 5 | 0.0 | -11 | -2 | -19 | 6 | -7
O=C1Nc2ccccc2/C1=N\c1sc2c(c1C(=O)Nc1ccccc1)CCCC2 | i | 7 | -6 | -0.5 | -6 | 0 | -81 | -10 | -1
Cc1cc[n+](CC(=O)Nc2nc3ccccc3s2)cc1 | i | 0 | 1 | -1.3 | 1 | -5 | 4 | -3 | -5
O=C1NCCSC1c1ccccc1 (configuration not stated) | i | -1 | 1 | -0.4 | 6 | -9 | -7 | 5 | -4
O=C(CN1CCC(Cc2ccccc2)CC1)NC(=O)NCc1ccco1 | i | -2 | 3 | -0.1 | -3 | -12 | 0 | -3 | -11
CC(Cc1c[nH]c2ccccc12)NC(=O)C1CCCNC1=O (configuration not stated) | i | 6 | -2 | 0.3 | -3 | -2 | 11 | 3 | -5
CN(CC(=O)Nc1ccccc1Cl)C(=O)COC(=O)/C=C/c1ccccc1 | i | -4 | 0 | 0.4 | 12 | -10 | -5 | 2 | -4
CCN(CC)C(=O)CSc1nc2c(sc(=S)n2-c2ccccc2OC)c(=O)n1-c1ccccc1 | + | 5 | 2 | 4.1 | 2 | -3 | -19 | -8 | 17
O=C(c1ccc(OC2CCN(Cc3ccccc3C(F)(F)F)CC2)cc1)N1CCCCC1 | i | -4 | 4 | -0.5 | 4 | 0 | 0 | 0 | 21
O=C(Nc1nc(-c2ccc(S(=O)(=O)N3CCOCC3)cc2)cs1)c1ccccc1 | i | -11&-2 | 4&1 | 0.2&0.8 | -9&-3 | -11&-5 | 1&8 | 7&1 | 22&34
CCOc1cccc(CNc2ccc(O)cc2)c1OCc1ccc(Cl)cc1 | i | 30 | 0 | -1.4 | 1 | -2 | 1 | 10 | 18
Cc1ccccc1-c1nnnn1C1CCS(=O)(=O)C1 (configuration not stated) | i | -4 | 3 | -0.1 | -5 | -3 | 15 | 0 | -6
Cc1cc(C)cc(C(=O)N(C)C2CCCN(Cc3ccccc3F)C2)c1 (configuration not stated) | i | 1 | -1 | 0.7 | 5 | 0 | 5 | 1 | -1
O=C(c1ccc(F)cc1F)N1CCCN(c2nc(-c3ccccc3)ns2)CC1 | i | 0 | -1 | -0.1 | 2 | -3 | 8 | -3 | 12
O=C(COC(=O)c1ccc2ncsc2c1)NC(=O)c1ccccc1 | i | -6 | -2 | 0.7 | -3 | -3 | -4 | -1 | 1
COc1ccccc1CNC(=O)COC(=O)c1cc(-c2ccco2)nc2ccccc12 | i | 49* | 3 | 1.0 | -5 | -2 | -12 | -18 | 3
CC(=O)c1ccc(NC(=O)[C@@]2(CC(=O)O)CC(/C=C/c3ccccc3)=NO2)cc1 | i | 1 | 1 | 0.1 | 12 | 0 | 4 | 5 | -1
CC(C)[C@H](NC(N)=O)C(=O)Nc1ccc2c(c1)CCC2 | i | 4 | -4 | -0.3 | 2 | -4 | 3 | -6 | -7
CCCCCc1cccnc1 | i | 1 | -6 | 0.9 | -1 | -6 | 3 | -1 | -4
Cc1nc2cc(-c3cccs3)nn2c(NCC(C)(C)CN(C)C)c1C | i | 1 | -1 | 0.2 | 4 | -12 | 4 | 4 | -11
CCS(=O)(=O)N1CCN=C1SCc1cccc(F)c1 | i | -2 | 1 | 0.3 | 1 | -1 | 3 | 0 | -3
O=C(CCS(=O)(=O)c1ccc(Cl)cc1)N1CCCc2ccccc21 | i | -1 | 0 | -1.0 | 6 | -13 | 9 | -3 | 1
CCCCOc1ccc(CC(=O)NCC(=O)O)cc1 | i | 5 | -2 | -0.1 | 10 | -2 | -1 | -2 | -10
COc1ccc(Br)cc1CN1CCCCCCC1 | i | 2 | 0 | 1.3 | -3 | -3 | 8 | 2 | -3
COc1ccc(OC)c(NC(=O)c2ccccc2N(C)S(=O)(=O)c2ccc(C)cc2)c1 | i | 0 | 2 | 1.6 | 4 | -2 | -13 | -2 | 28
COC(=O)N/N=C/c1cccnc1 | i | 2 | -1 | 0.4 | 0 | -2 | -9 | 5 | -3
CCCN(CC1CCCO1)C(=O)CCc1nnc(-c2cc(C)on2)o1 (configuration not stated) | i | 10 | 0 | -0.2 | -5 | 7 | 0 | 3 | -1
Cc1nc(NC(=O)CCCC(=O)Nc2nc(C)c(C)s2)sc1C | i | -1 | -5 | -0.5 | -8 | -13 | -2 | -6 | -11
Cc1c(C(=O)N/N=C/c2ccc(N3CCOCC3)cc2)nc2ccccn12 | i | 3 | 0 | 5.7* | -14 | -11 | -5 | 0 | -6
O=C(NCCOc1ccccc1)C(=O)NCC1CCCO1 (configuration not stated) | i | -10 | 1 | -0.5 | -1 | -3 | 11 | 2 | -6
CC1(Cc2cc(Cl)ccc2C(F)(F)F)C(=O)Nc2c(Cl)cccc21 (configuration not stated) | i | 3 | 1 | -0.1 | -12 | 0 | 1 | -9 | 20
Carrying on.
SMILES | Rpn11 inh | CSN deneddyl inh | Rin1-Abl PPI inh | MsrA inhibitor | E coli Lon inh | bovine MsrA act | MLLE-PAM2 inh | MT1-MMP act inh | FAS-TE inh
O=C(O)c1cnc(-c2ccccc2)nc1Sc1ccccc1 | i | -3 | -1 | -0.1 | -6 | -4 | 3 | 1 | -3
CC(C)=CCC/C(C)=C/COc1c2occc2cc2ccc(=O)oc12 | i | -3 | -3 | 0.4 | -9 | 0 | -7 | -5 | 37
CN[C@H](CC(=O)O)C(=O)O | i | -3 | -4 | -1.7 | 2 | 0 | 8 | 2 | 1
O=C1CCc2cc(S(=O)(=O)NCc3ccccc3Cl)ccc2N1 | i | 3 | -1 | 0.5 | -11 | -3 | 4 | -1 | -7
O=C(COc1ccc2c(c1)CCC2)N1CCN(c2cccc(C(F)(F)F)c2)CC1 | i | 2 | 0 | -0.7 | 0 | 0 | -13 | 1 | 34

Full records as entered above:
O=C(c1ccc(F)cc1F)N1CCCN(c2nc(-c3ccccc3)ns2)CC1 across the screens: Rpn11 inh = i; CSN deneddyl inh = 0; Rin1-Abl PPI inh = -1; MsrA inhibitor = -0.1; E coli Lon inh = 2; bovine MsrA act = -3; MLLE-PAM2 inh = 8; MT1-MMP act inh = -3; FAS-TE inh = 12
COc1ccc(C(CNC(=O)c2cc(F)c(F)c(F)c2F)N2CCOCC2)cc1 (configuration not stated) across the screens: Rpn11 inh = i; CSN deneddyl inh = -3; Rin1-Abl PPI inh = 1; MsrA inhibitor = -2.0; E coli Lon inh = 12; bovine MsrA act = -3; MLLE-PAM2 inh = -7; MT1-MMP act inh = -3; FAS-TE inh = 10
